SKKanGAS inh = SKKanGAS growth inhibition; S. pyogenes SKKanGAS, kanamycin growth, BacTiter-Glo, 6 h; inhibition, % at 7.5 µM; 300,000 tested, 1.3% active; AID 1662;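 active = mean replicate score, as percent of positive control median, at least 50; inconclusive = mean below 50 but one replicate at or above 50; inactive = mean and every replicate below 50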;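 also: strain carries kanamycin resistance gene driven by streptokinase promoter and grows in 40 µg/ml kanamycin; loss of luminescence reflects streptokinase promoter inhibition or plain growth inhibition; 0% = median of DMSO wells and 100% = positive control at its reference dose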
KCNK3 inh = human KCNK3 channel inhibition, primary screen. AID 602410. B-score at 10 µM. O14649. 340,000 tested, 0.84% active. CHO-KCNK3 thallium flux, FluxOR fluorescence; stronger effect = lower value;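 active = B-score under library mean minus 4 SD, starting fluorescence ratio at most library mean plus 5 SD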;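 also: more negative B-score means stronger inhibition of thallium flux through KCNK3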
HDAC3 inh = human HDAC3 inhibition; O15379; recombinant HDAC3, fluorogenic peptide/trypsin coupled, fluorescence; AID 2718; inhibition, % at 8.3 µM; 320,000 tested, 0.15% active; in the data active = inhibition above about 26%, passing the limit was not always enough; inconclusive = no clear call, values can overlap the other calls
Target sequence (O15379 whole entry, looked up): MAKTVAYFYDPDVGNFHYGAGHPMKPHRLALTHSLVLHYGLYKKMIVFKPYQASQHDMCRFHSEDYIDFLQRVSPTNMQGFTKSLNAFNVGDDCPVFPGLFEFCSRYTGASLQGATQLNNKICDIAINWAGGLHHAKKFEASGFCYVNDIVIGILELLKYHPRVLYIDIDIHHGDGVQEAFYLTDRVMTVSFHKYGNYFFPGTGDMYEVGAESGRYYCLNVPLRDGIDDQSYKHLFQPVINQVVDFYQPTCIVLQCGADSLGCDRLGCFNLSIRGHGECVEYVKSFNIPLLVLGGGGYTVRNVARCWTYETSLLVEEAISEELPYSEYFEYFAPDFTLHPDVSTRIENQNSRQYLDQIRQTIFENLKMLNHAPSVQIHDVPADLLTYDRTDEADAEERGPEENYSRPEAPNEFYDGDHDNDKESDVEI
hERG protect = shields human hERG channel from block by proarrhythmic agents. activation (rescue from dofetilide block), less the hit threshold, % at 10 µM. Q12809. CHO-hERG, FluxOR thallium flux, dofetilide IC70 present. 310,000 tested, 0.51% active;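 active = activation above the mean of controls blocked by dofetilide plus 5 SD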;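 also: thallium influx through hERG after potassium depolarization seen as dye fluorescence rise; in these data hits start at about 4.7%; inactives centre near -7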
KCNQ1 block = blocks the human KCNQ1 potassium channel; P51787; CHO-K1 KCNQ1, FluxOR thallium flux fluorescence; stronger effect = higher value; B-score at 10 µM; 310,000 tested, 1.3% active; AID 2642;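 active = compounds whose thallium flux B-score, printed positive for inhibition, exceeds three library SD while starting fluorescence stays within three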;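 also: channel opened by potassium depolarization with thallium stimulus after 20 min compound exposure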
RGS4 pot = RGS4 potentiation or activation; B-score at 10 µM; 310,000 tested, 0.92% active; HEK293 M3R/inducible RGS4, carbachol calcium flux Fluo4; stronger effect = lower value;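 active = B-score of the integrated calcium signal more than 4 SD below the library mean, with starting fluorescence not abnormally high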;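 also: negative B-score means reduced calcium response which marks RGS4 activation or potentiation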
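Also added: carbachol at ECmax as muscarinic agonist stimulus; Assay system: HEK293 cells with stable M3R and inducible RGS4; Timing: overnight RGS4 induction, 30 min dye load 37 °C, 20 min compound RT; Measured by: Fluo4-AM (2 µM) calcium-flux fluorescence, kinetic read.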
ANO1 activ = activates or potentiates the mouse TMEM16A chloride channel; Q8BHY3; HEK293 TMEM16A/YFP-H148Q/I152L, iodide quench fluorescence; stronger effect = lower value; B-score at 10 µM; 340,000 tested, 0.3% active; AID 623877;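 active = fluorescence-ratio B-score plate-corrected deviation score at least 3 library SD below zero, with starting fluorescence score within 5 deviations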;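 also: channel opened by trigger with iodide after compound preincubation; score built on the fluorescence ratio of max minus min over baseline; more negative score means more quench and so TMEM16A activation or potentiation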
TMEM16A inh = mouse TMEM16A channel inhibition, primary screen | HEK293 TMEM16A/YFP iodide influx fluorescence, ionomycin | normalized B-score (activity score, 25-100; higher = stronger inhibition) at 10 µM | 310,000 tested, 1.2% active | AID 588511;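 active = ratio plate-corrected score three or more library SD toward inhibition, starting fluorescence score within five deviations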;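 also: score derived from kinetic fluorescence span divided by baseline fluorescence per well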
KCNQ1 act = human KCNQ1 channel potentiation or activation | P51787 | B-score at 10 µM | CHO-K1 KCNQ1, thallium flux FluxOR fluorescence; stronger effect = higher value | AID 2648 | 310,000 tested, 0.35% active;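 active = fluorescence ratio B-score, a plate-corrected score, at least three library SD, with initial intensity B-score within 5 SD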
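Schedule – 37 °C overnight plating, 90-min dark dye load, 20-min compound pretreatment · System – stable KCNQ1 CHO-K1 line · Probe or stimulus – thallium- and potassium-containing depolarizing buffer · Measured by – kinetic FluxOR fluorescence, 10 s baseline plus 110 s post-stimulus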
KCNK9 inh = human KCNK9 channel inhibition. Q9NPC2. HEK293 KCNK9, FluxOR thallium flux fluorescence; stronger effect = lower value. B-score at 10 µM. 310,000 tested, 1.2% active;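 active = ratio B-score over 3 SD below the library mean, with starting fluorescence within 5 SD of its mean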;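 also: negative B-score means less thallium flux so channel inhibition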
Target sequence (Q9NPC2 whole entry, looked up): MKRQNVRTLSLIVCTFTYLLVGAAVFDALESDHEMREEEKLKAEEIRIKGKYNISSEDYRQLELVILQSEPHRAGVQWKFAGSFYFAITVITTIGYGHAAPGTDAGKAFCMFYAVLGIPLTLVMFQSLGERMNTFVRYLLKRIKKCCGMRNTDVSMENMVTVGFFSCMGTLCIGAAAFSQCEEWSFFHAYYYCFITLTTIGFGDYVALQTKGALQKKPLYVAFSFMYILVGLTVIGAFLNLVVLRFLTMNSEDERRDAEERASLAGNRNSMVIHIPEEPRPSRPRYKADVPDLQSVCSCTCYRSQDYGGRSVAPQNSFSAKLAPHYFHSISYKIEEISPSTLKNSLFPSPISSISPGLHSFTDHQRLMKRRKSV
RGS4 inh = inhibitors of human RGS4 | AID 463165 | P49798 | HEK293 M3R/RGS4 inducible, Fluo-4 calcium flux; stronger effect = higher value; triggered by carbachol at its EC20 | B-score at 10 µM | 310,000 tested, 0.45% active;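 active = B-score, a plate-corrected calcium signal, over three deviations above library mean, with baseline fluorescence within five deviations of library mean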;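 also: RGS4 expression induced by doxycycline in cells with stable M3 receptor; B-score is computed from the integrated fluorescence ratio over baseline after carbachol; higher B-score means a larger calcium signal and so more RGS4 inhibition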
Target sequence (P49798 whole entry, looked up): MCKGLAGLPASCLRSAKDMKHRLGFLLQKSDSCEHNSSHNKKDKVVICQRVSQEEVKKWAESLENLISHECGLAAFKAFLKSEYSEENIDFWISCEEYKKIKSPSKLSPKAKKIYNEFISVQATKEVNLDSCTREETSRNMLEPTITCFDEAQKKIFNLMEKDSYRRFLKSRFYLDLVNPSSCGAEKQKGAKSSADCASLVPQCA
* = called active by the depositor; i = inactive; ? = inconclusive; nt = not tested or not shown. Compounds were not picked by outcome, and some 6.3% of all compounds hit somewhere here.

nr	canonical_smiles	SKKanGAS inh	KCNK3 inh	HDAC3 inh	hERG protect	KCNQ1 block	RGS4 pot
1	Clc1ccccc1-c1nnc(-c2ccc3c(c2)OCO3)o1	-6	i	-4	-8	i	i
2	Cc1cc2c(c(=O)n1Cc1ccco1)C(c1ccccc1)C(C#N)=C(N)O2 (stereo not given)	-1	i	4	-7	i	i
3	CCCN1C(=O)c2ccc(C(=O)Nc3cc(C)on3)cc2C1=O	0	i	2	-14	i	i
4	Cc1noc(C)c1C(=O)NC(C)c1ccc(Cl)cc1Cl (stereo not given)	3	i	-2	-12	i	i
5	O=C(N/N=C/c1cccc([N+](=O)[O-])c1)c1cc(-c2ccccc2)nc2ccccc12	21	i	9	-9	i	i
6	Cc1ccc(-n2cc(-c3ccc([N+](=O)[O-])cc3)[nH]c2=S)c(C)c1	5	i	6	7.2*	i	i
7	COC(=O)Nc1nc(-c2ccc(F)cc2)c(C)s1	-3	i	1	-14	i	i
8	COc1ccccc1CNC(=O)C[n+]1ccccc1	-3	i	1	-9	i	i
9	Cc1cccn2cc(-c3cccc(S(=O)(=O)N4CC(C)OC(C)C4)c3)nc12 (stereo not given)	-3	i	2	-11	i	i
10	CCOC(=O)c1c(C)sc(Sc2ccc(Cl)cc2[N+](=O)[O-])c1OC	0	i	4	-10	i	i
11	CCC1CCCCN1S(=O)(=O)c1ccc(NC(=O)C2CCN(C(=O)c3ccco3)CC2)cc1 (stereo not given)	3	i	1	-8	i	i
12	O=C(Nc1ccc(N2CCCC2)cc1)c1ccccc1F	3	i	0	-12	i	i
13	COc1ccc(C(=O)NCC(=O)NCC(c2ccco2)N(C)C)cc1OC (stereo not given)	-3	i	13	-6	i	i
14	O=C(CSc1nnnn1-c1ccc(O)cc1)c1ccc(F)cc1	1	i	?	-8	i	i
15	C=CCc1ccc(OCCCCNC2CCCC2)c(OC)c1	-4	i	-1	-12	i	i

nr	ANO1 activ	TMEM16A inh	KCNQ1 act	KCNK9 inh	RGS4 inh
1	i	i	i	-6.9*	i
2	i	i	i	i	i
3	i	i	i	i	i
4	i	i	i	i	i
5	i	i	i	i	i
6	i	i	i	i	i
7	i	i	i	i	i
8	i	i	i	i	i
9	i	i	i	i	i
10	i	i	i	i	i
11	i	i	i	i	i
12	i	i	i	i	i
13	i	i	i	i	i
14	i	i	i	i	i
15	i	i	i	i	i

(cont.)
nr	canonical_smiles	SKKanGAS inh	KCNK3 inh	HDAC3 inh	hERG protect	KCNQ1 block	RGS4 pot
16	COCCN1C(=O)N[C@@H](CCc2ccccc2)[C@H](C(=O)OC)[C@H]1C	9	i	0	-4	i	i
17	O=C(N[C@@H](Cc1ccccc1)C(=O)OCc1ccccc1)c1nc[nH]c1C(=O)N1CCN(c2ccccc2)CC1	7	i	1	-11	i	i
18	CN(CCc1nc2ccccc2[nH]1)Cc1nc(CC2CC2)no1	-9	i	0	-5	i	i
19	Cc1cc(NC(=O)c2ccc(Cl)cc2)ccc1NC(=O)c1ccccc1Cl	5	i	-4	-2	i	i
20	Cc1ccc(NC(=O)CSc2nc3ccccc3c(=O)n2CCCC(=O)NCCCN2CCOCC2)cc1	-3	i	11	-5	i	i
21	O=C1C2C3C=CC(C3)C2C(=O)N1Nc1ccc([N+](=O)[O-])cc1[N+](=O)[O-] (stereo not given)	-1	i	0	-8	i	i
22	Cc1ccccc1/C=N/NC(=O)Cn1cnc([N+](=O)[O-])n1	-6	i	-1	-11	i	i
23	CCC(CC)c1nnc(NC(=O)CN2C(=O)c3ccccc3C2=O)s1	-3	i	-2	-6	i	i
24	O=C1OC(c2ccco2)=N/C1=C\c1ccc(-c2cccc(C(F)(F)F)c2)o1	0	i	6	-10	i	i
25	CSc1ncccc1C(=O)OCC(=O)c1cccc(Br)c1	4	i	-4	-4	i	i
26	COc1ccc(-c2cc(=O)oc3cc4occ(C)c4cc23)cc1	-4	i	1	-8	i	i
27	C(=N\Nc1ccccn1)/c1ccc2c(c1)OCCO2	-14	i	2	-10	i	i
28	O=C(CSc1nnc(CNC(=O)c2cccs2)o1)Nc1cccc(C(F)(F)F)c1	-10	i	-6	-12	i	i
29	CCc1nnc(NS(=O)(=O)c2ccc(NC(=O)OC)cc2)s1	-1	i	0	-11	i	i
30	CCN(CC)CCNC(=O)CCc1nnc2ccc(N3CCC(C)CC3)nn12	-5	i	3	-1	i	i

nr	ANO1 activ	TMEM16A inh	KCNQ1 act	KCNK9 inh	RGS4 inh
16	i	i	i	i	i
17	i	i	i	i	i
18	i	i	i	i	i
19	i	i	i	i	i
20	i	i	i	i	i
21	i	i	i	i	i
22	i	i	i	i	i
23	i	i	i	i	i
24	i	i	i	i	i
25	i	i	i	i	i
26	i	i	i	i	i
27	i	i	i	i	i
28	i	i	i	i	i
29	i	i	i	i	i
30	i	i	i	i	i

Rewritten in transposed form: part of the list above
22	Cc1ccccc1/C=N/NC(=O)Cn1cnc([N+](=O)[O-])n1
23	CCC(CC)c1nnc(NC(=O)CN2C(=O)c3ccccc3C2=O)s1

| assay / entry | 22 | 23 |
| --- | --- | --- |
| SKKanGAS inh | -6 | -3 |
| KCNK3 inh | i | i |
| HDAC3 inh | -1 | -2 |
| hERG protect | -11 | -6 |
| KCNQ1 block | i | i |
| RGS4 pot | i | i |
| ANO1 activ | i | i |
| TMEM16A inh | i | i |
| KCNQ1 act | i | i |
| KCNK9 inh | i | i |
| RGS4 inh | i | i |

Returning to the listing, repeating the 3 entries before the break.
nr	canonical_smiles	SKKanGAS inh	KCNK3 inh	HDAC3 inh	hERG protect	KCNQ1 block	RGS4 pot
28	O=C(CSc1nnc(CNC(=O)c2cccs2)o1)Nc1cccc(C(F)(F)F)c1	-10	i	-6	-12	i	i
29	CCc1nnc(NS(=O)(=O)c2ccc(NC(=O)OC)cc2)s1	-1	i	0	-11	i	i
30	CCN(CC)CCNC(=O)CCc1nnc2ccc(N3CCC(C)CC3)nn12	-5	i	3	-1	i	i
31	COc1cccc(C2CC(c3cccs3)=NN2C(=S)Nc2ccccc2)c1OC (stereo not given)	-5	i	-1	-4	i	i
32	CN(C(=O)Cc1c(C(=O)O)n(C)c2ccccc12)c1ccc(F)cc1	?	i	-2	-2	i	i
33	CC1(c2ccccc2Cl)NC(=O)N(CC(=O)NC(=O)NCc2ccco2)C1=O (stereo not given)	0	i	-12	-8	i	i
34	O=C1CCCN1C(=O)COc1ccc([N+](=O)[O-])cc1	-5	i	2	-6	i	i
35	COc1ccc(/C=C2/SC(=O)N(CCNC(=O)C3COc4ccccc4O3)C2=O)cc1 (stereo not given)	-16	i	-7	-9	i	i
36	O=S(=O)(Nc1cccc(-c2cn3c(n2)SCC3)c1)c1ccccc1	3	i	2	-13	i	i
37	CCCc1cc(=O)n2nc(N3CCC(C(=O)NCc4ccc(C)o4)CC3)sc2n1	-5	i	nt	-9	i	i
38	O=C1C=C(NCc2ccco2)CCC1	8	i	0	-11	i	i
39	COCCNC(=O)C(=O)NCCN1CCOCC1	-3	i	-6	-2	i	i
40	CCn1nc(C(=O)OCc2cccc(S(=O)(=O)N(C)C)c2)c2ccccc2c1=O	-9	i	nt	-9	i	i
41	COc1ccccc1-n1c(SCC(=O)Nc2ccc(C)cc2)nc(O)cc1=O	63*	i	-2	-2	i	i
42	O=C(Nc1c2c(nn1-c1ccccc1)CS(=O)(=O)C2)c1ccccc1C(F)(F)F	2	i	-6	-7	i	i
43	CSc1nnc(-c2cc3c(s2)-c2ccccc2CC3)o1	17	i	-28	nt	nt	nt
44	C=CCn1c(SCC(=O)NC2CCS(=O)(=O)C2)nc2scc(C3CC3)c2c1=O (stereo not given)	14	i	8	-11	i	i
45	COc1ccc2c(c1)C(SCC(=O)NCCc1ccc(Cl)cc1)CC(C)(C)O2 (stereo not given)	-2	-9*	9	-13	i	i

nr	ANO1 activ	TMEM16A inh	KCNQ1 act	KCNK9 inh	RGS4 inh
28	i	i	i	i	i
29	i	i	i	i	i
30	i	i	i	i	i
31	i	i	i	i	i
32	i	i	i	i	i
33	i	i	i	i	i
34	i	i	i	i	i
35	i	i	i	i	i
36	i	i	i	i	i
37	i	i	i	i	i
38	i	i	i	i	i
39	i	i	i	i	i
40	i	i	i	i	i
41	i	i	i	i	i
42	i	i	i	i	i
43	i	i	nt	nt	nt
44	i	i	i	i	i
45	i	i	i	i	i

Next section.
nr	canonical_smiles	SKKanGAS inh	KCNK3 inh	HDAC3 inh	hERG protect	KCNQ1 block	RGS4 pot
46	FC(F)(F)c1ccc(Cl)c(-n2c(Cc3cccs3)n[nH]c2=S)c1	4	i	4	-17	i	i
47	CN(Cc1ccccc1Cl)C(=O)C1CCC(=O)N(C2CCCCCC2)C1 (stereo not given)	-1	i	nt	-8	i	i
48	Cc1[nH]c(=O)c(C#N)c(C)c1[N+](=O)[O-]	-2	i	-9	-9	i	i
49	COc1ccc(CNC(=O)Cn2cccc2C(=O)c2ccccc2)cc1	-9	i	5	-7	i	i
50	COc1ccc(NS(=O)(=O)c2cccc3nonc23)c(OC)c1	-2	i	1	-6	i	i
51	CCOc1ccc(C(C)=O)cc1COC(=O)c1cnc(Cl)c(Cl)c1	2	i	-8	-10	i	i
52	COc1cccc(C(=O)NCC2(c3ccccc3)CCCC2)c1	-14	i	1	-21	i	i
53	COc1ccccc1N(CC(=O)NC(C)(C)C)C(=O)C1CSC(=O)C1 (stereo not given)	5	i	4	-2	i	i
54	Cc1cc(C)c(OCC(=O)Nc2ccc(S(=O)(=O)N3CCCC3)cc2)c(C)c1	1	i	6	-8	i	i
55	c1ccc(-n2nnc3cnccc32)cc1	1	i	1	-5	i	i
56	COCCn1c(=S)[nH]c2sc3c(c2c1=O)CCCC3	-7	i	2	17*	i	i

nr	ANO1 activ	TMEM16A inh	KCNQ1 act	KCNK9 inh	RGS4 inh
46	i	i	i	i	i
47	i	nt	i	i	i
48	i	i	i	i	i
49	i	i	i	i	i
50	i	i	i	i	i
51	i	i	i	i	i
52	i	i	i	i	i
53	i	i	i	i	i
54	i	i	i	i	i
55	i	i	i	i	i
56	i	i	30*	i	i
